# Screens: PubChem, several laboratories
# BoNT-F LC inh – blocks Botulinum neurotoxin F light chain protease; Multiplex microsphere protease cleavage assay, flow cytometry; inhibition, % at 10 µM; actives 0.22% (n = 360,000); in the data active = inhibition above about 35%, passing the limit was not always enough; inconclusive = no clear call, values can overlap the other calls; also: plate controls were buffer without enzyme for full effect and enzyme alone for no effect
# PrPC surface inh – cell surface PrPC inhibition, primary TR-FRET screen. P04156. TR-FRET read-out. inhibition, % at 13.8 µM. actives 0.43% (n = 370,000); in the data active = inhibition above about 24%; also: 0% = median of the test wells and 100% = reference compound wells
# FadD28 binding – blocks FadD28 binding to the bisubstrate probe; fluorescence polarization; inhibition, % at 12.5 µM; actives 0.22% (n = 360,000); in the data active = inhibition above about 8.5%, passing the limit was not always enough; inconclusive = no clear call, values can overlap the other calls
# TcdB GH inh – blocks C. difficile toxin B glycohydrolase activity. P18177. TcdB glycohydrolase enzymatic assay, plate reader. inhibition, % at 9.99 µM. actives 0.24% (n = 350,000). AID 652162; in the data active = inhibition above about 10%
# PfHsp40 yeast – rescue of PfHsp40-mediated yeast toxicity | S. cerevisiae expressing PfHsp40, growth rescue, ATP luminescence | growth rescue, % at 12.5 µM | actives 0.68% (n = 340,000) | AID 504582; in the data active = growth rescue above about 28%, passing the limit was not always enough; inconclusive = no clear call, values can overlap the other calls;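 also: yeast W303a lacking pdr1 and pdr3 grown in galactose medium; growth measured after three days at 30 °C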
# CCHF vOTU inh – blocks the CCHF virus ovarian tumor domain protease. AID 651958. CCHFV vOTU protease, Pep-AMC fluorescence. inhibition, % at 11.5 µM. actives 0.55% (n = 370,000); in the data active = inhibition above about 30%; also: 0% = vehicle wells with enzyme and 100% = no enzyme wells
# Y pestis TopoI – blocks Yersinia pestis topoisomerase I activity | actives 0.064% (n = 360,000) | activity, % at 10 µM | AID 504884 | Y. pestis Topo-I cleavage product accumulation, plate reader; in the data active = activity above about 50%, passing the limit was not always enough; inconclusive = no clear call, values can overlap the other calls; also: inactives centre near 2
# Anthrax LF prot – inhibitors of Bacillus anthracis lethal factor protease; P15917; multiplex microsphere protease cleavage assay, LF; inhibition, % at 10 µM; actives 0.12% (n = 360,000); AID 588501; also: plate controls were buffer without enzyme for full effect and enzyme alone for no effect
# Target sequence (P15917 whole entry, looked up): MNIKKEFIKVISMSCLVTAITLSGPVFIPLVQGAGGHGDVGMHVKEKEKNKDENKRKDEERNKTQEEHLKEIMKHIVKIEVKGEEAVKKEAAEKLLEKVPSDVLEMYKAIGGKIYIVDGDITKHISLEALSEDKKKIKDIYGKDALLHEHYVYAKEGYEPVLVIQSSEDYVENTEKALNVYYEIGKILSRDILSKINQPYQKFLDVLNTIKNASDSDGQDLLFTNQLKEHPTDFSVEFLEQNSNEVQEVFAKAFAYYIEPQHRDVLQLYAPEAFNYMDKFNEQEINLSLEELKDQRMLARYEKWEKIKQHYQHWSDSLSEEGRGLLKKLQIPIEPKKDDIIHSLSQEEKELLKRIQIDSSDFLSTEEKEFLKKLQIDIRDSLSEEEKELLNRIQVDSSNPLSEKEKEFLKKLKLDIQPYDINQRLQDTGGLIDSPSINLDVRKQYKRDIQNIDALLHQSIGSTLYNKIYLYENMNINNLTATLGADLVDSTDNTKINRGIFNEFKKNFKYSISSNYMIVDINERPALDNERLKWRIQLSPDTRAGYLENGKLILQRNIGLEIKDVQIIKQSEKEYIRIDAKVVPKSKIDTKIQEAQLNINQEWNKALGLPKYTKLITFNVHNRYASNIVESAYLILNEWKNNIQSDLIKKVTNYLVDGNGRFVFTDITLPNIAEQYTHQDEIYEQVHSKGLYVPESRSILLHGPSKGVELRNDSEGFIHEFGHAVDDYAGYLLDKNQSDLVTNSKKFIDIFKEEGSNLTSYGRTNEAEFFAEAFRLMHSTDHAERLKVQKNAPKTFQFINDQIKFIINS
# BoNT-A LC inh2 – BoNT A light chain protease inhibition; inhibition, % at 10 µM; actives 0.17% (n = 360,000); multiplex microsphere protease substrate cleavage, flow cytometry; also: plate controls were buffer without enzyme for full effect and enzyme alone for no effect
# Numbers without * were called inactive; ? = inconclusive; / = not tested or not shown; & = joins results of further samples. Rule as the data show it, unless noted: active = inhibition above about 30%; inconclusive = no clear call, values can overlap the other calls; inactive = below that.
SMILES,BoNT-F LC inh,PrPC surface inh,FadD28 binding,TcdB GH inh,PfHsp40 yeast,CCHF vOTU inh,Y pestis TopoI,Anthrax LF prot,BoNT-A LC inh2
CCN1C[C@@H]2[C@@H]3C(=O)N(C)C(=O)[C@@H]3[C@](Cc3ccccc3)(C1=O)N2C(=O)c1ccc(C)cc1,1,3,-0.6,0.4,0.2,-5,-10,-1,-0.6
O=c1[nH]c(=O)n(C2CCCCC2)c(O)c1C=NCCCn1ccnc1,-7,5,0.7,/,-0.6,0,7,-6,0.1
Clc1ccc(-n2nnnc2-c2ccccc2)cc1,-8,8,0.1,/,1.0,7,5,2,?
COc1ccc([C@H]2CC(=O)C=C(c3cc(OC)ccc3OC)C2)cc1,-3,3,-0.4,2.0,7.7,7,2,-4,0.0
C[N+]1(C)CCC(OC(=O)C(c2ccccc2)c2ccccc2)CC1,-4,1,-2.1,0.9,-1.4,-1,-3,-1,-0.4
O=C(O)[C@H](Cc1ccccc1)NC(=O)N1CCCCCC1,7,-6,/,-0.1,-1.5,-13,2,-1,-0.4
COc1cccc(NC(=O)c2ccccc2N2C(=O)C3C4C=CC(C5CC45)C3C2=O)c1 (stereo not given),1,-5,-2.0,3.1,-0.5,0,-5,-4,-0.6
CSc1ncccc1C(=O)OCC(=O)c1ccccc1,-6,-2,-3.7,-1.3,-0.1,14,-6,-7,-0.5
CC(C)C(=O)Nc1ccc(Br)cc1Cl,-8,0,-3.2,0.6,-0.7,7,-2,-1,0.5
COc1ccccc1C(=O)N/N=C/c1ccc(Cl)s1,20,-12,-3.2,1.0,0.3,-2,1,-2,1.2
CS(=O)(=O)N(Cc1ccccc1)c1ccc(C(=O)NCCSCc2ccco2)cc1,1,7,-2.9,/,-0.3,2,2,-2,0.2
CCN(CC)S(=O)(=O)c1ccc(N2CCCC2)c(NC(=O)CC(C)(C)C)c1,1,-7,-3.2,0.8,0.8,13,-3,2,-0.8
c1ccc2c(c1)CCCN2c1nc(N2CCOCC2)nc(N2CCOCC2)n1,?,-3,-2.2,0.6,9.4,3,2,-3,-5.3
CC(C)Cc1nnc(NC(=O)CCC(=O)Nc2ccc3cn[nH]c3c2)s1,44*,-1,-1.0,0.3,-0.8,-5,-7,3,5.8
Cc1cccc(NC(=O)Cn2c(=O)oc3cc(S(=O)(=O)N4CCCC4)ccc32)n1,-9,4,14*,0.0,-1.1,13,2,3,-0.7
COc1ccc(C(=O)NNC(=S)NC2CCCCC2)cc1OC,2,5,-1.6,/,-0.1,15,-14,10,0.5
O=C(NCc1c(O)ccc2ccccc12)c1ccccc1,0,-8,-2.7,2.3,0.4,5,-2,-2,0.5
O=C(NCC1CCCO1)c1onc(CSc2ccc(Cl)cc2)c1C(=O)O (stereo not given),3,5,0.1,/,-0.6,-4,0,0,0.2
Cc1cccc[n+]1C1C(c2ccccc2)C(C#N)=C(C(=C=[N-])C#N)NC1(O)C1CC1 (stereo not given),-27,/,6.4,/,1.4,/,-25,-9,0.7
COc1cc(CC(NC(C)=O)C(=O)NC2CCN(C(=O)C3CC3)CC2)cc(OC)c1 (stereo not given),7,-4,0.6,1.8,0.4,10,-11,3,0.0
COC(=O)Nc1c(-c2ccccc2)nc2ccccn12,0,0,-1.1,/,1.1,-24,2,0,-0.9
O=C1Nc2ccc(Br)cc2C1=Nc1cccnc1,1,-12,-2.2,-0.4,/,-1,-2,-3,0.2
O=C(COC(=O)c1cc(-c2ccc(Cl)s2)nc2ccccc12)NCc1ccco1,3,3,-9.9,/,2.6,-21,7,1,3.2
COc1ccc(CCC(=O)OCC(=O)Nc2ccc(OC)c(OC)c2)cc1OC,-13,4,-2.3,-5.2,0.2,16,-1,-8,0.9
CCCCOCCCn1c(N)c(C(=O)OCCOC)c2nc3ccccc3nc21,-18,-10,-0.7,/,-1.4,-202,18,5,2.6
O=C(CC(c1ccco1)S(=O)(=O)c1ccccc1)c1ccc(F)cc1 (stereo not given),4,-5,-4.7,/,-0.1,10,-4,-4,2.7
CCOP(=O)(OCC)C(Nc1ccccc1)c1ccco1 (stereo not given),4,9,0.4,0.5,0.5,4,6,4,-0.6
COCCCC1CCN(C(=O)C2CCC(=O)N(CCc3cccc(F)c3)C2)CC1 (stereo not given),6,-1,-2.0,1.0,-2.2,-1,0,1,3.6
Oc1cccc(Oc2ncc(C(F)(F)F)cc2Cl)c1,-4,-4,-4.0,0.2,1.7,13,-6,0,0.2
CC(=O)c1ccccc1OC(=O)c1c(F)cccc1F,4,3,-1.4,0.0,-0.5,-3,-8,10,-0.4
CC(NCc1ccc2c(c1)OCO2)C(=O)N1CCc2ccccc21 (stereo not given),-8,-5,-1.3,/,-2.4,-6,-4,2,0.7
COc1ccc(/C=C/C2=Nc3ccccc3NC(C)(C)C2)cc1OC,-4,-8,-4.2,-0.5,-0.2,9,6,-2,0.9
O=C(CSc1nnc(NC(=O)C2CC2)s1)Nc1ccccc1C(F)(F)F,1,-2,-0.5,-0.1,0.4,0,5,1,0.3
Cc1csc(NC(=O)CSc2nnnn2C)n1,11,-1,-1.8,/,-1.9,-5,3,4,3.3
COc1ccc(CCN2C(=O)COc3ccccc3C2C(=O)NCc2ccccc2)cc1OC (stereo not given),-5,-3,/,3.0,/,-1,/,-5,-1.1
CCOC(=O)N1CCN(C(=O)CSc2nnc(CNC(=O)c3c(F)cccc3Cl)o2)CC1,3,8,-2.2,/,-3.0,4,-11,-2,0.7
COc1ccc(C(=O)[C@H]2[C@H]3C(=O)N(c4ccc(OC(C)=O)cc4)C(=O)[C@H]3C3C=CC=NN32)cc1 (stereo not given in full),?,2,-2.8,-3.4,0.7,10,6,11,?
CCCCCCNc1nc(OC)nc(N2CC3CC(C2)c2cccc(=O)n2C3)n1 (stereo not given),-2,-1,-7.3,1.6,-1.2,13,21,-3,-0.1
OC(COc1c(Cl)cc(Cl)cc1Cl)CN1CCCCC1 (stereo not given),-5,12,-2.4,/,-0.7,1,15,-2,1.4
O=C(OCc1nnc(-c2ccccc2)o1)C1CC(=O)N(c2ccccc2)C1 (stereo not given),10,-3,0.9,2.7,-1.8,-4,11,-1,-0.1
CCC(=O)N1c2ccc(S(=O)(=O)N3CCN(CC)CC3)cc2CC1C (stereo not given),-7,0,1.7,3.5,-1.7,13,4,-8,-1.5
Cc1cc(C(=O)Nc2cccc3cccnc23)ccc1[N+](=O)[O-],-3,2,-2.5,0.8,1.7,-7,-2,-1,0.1
Cc1ccc(-c2nc3ccc(Cl)cc3n2OC(=O)N(C)C)cc1,-7,-9,-2.9,/,-1.1,5,12,1,0.1
CN(c1ccccc1C(=O)Nc1cccc(C(F)(F)F)c1)S(C)(=O)=O,-8,1,-2.4,/,0.6,12,-6,-2,-1.0
CN1CCC(OC(=O)COc2ccc(F)cc2)CC1,0,1,-5.1,1.0,-0.8,-13,6,-1,0.3
CC(C)NS(=O)(=O)c1ccc(OCC(=O)N2CCN(Cc3ccccc3)CC2)cc1,5,6,2.8,/,0.9,-2,-14,-4,0.4
Cc1ccccc1NC(=O)c1c(Cl)nc(C)c(Cl)c1C,3,11,-4.4,/,1.1,4,3,-5,-0.5
COc1ccc(C2CC(=O)CCN2S(=O)(=O)c2ccc(C)cc2)cc1 (stereo not given),-4,0,-0.9,2.4,1.2,-3,17,-4,-0.4
Cc1nnc(SCC(=O)Nc2ccccc2F)n(N)c1=O,-10,0,-0.7,0.3,-0.1,7,1,2,-4.1
CNC(=S)Nc1ccc([N+](=O)[O-])c(C)c1,-2,-7,-2.2,1.3,-0.5,-2,3,2,-0.9
O=C1CN(CC(=O)N2CCCCC2)c2ccccc2O1,-13,-3,-2.8,/,125*,15,-5,-3,1.2
C[C@H](CO)N1C[C@H](C)[C@H](CN(C)C(=O)c2ccccc2)OCc2cnnn2CCCC1=O,-5,5,-3.0,-0.1&-2.1&-0.4,/,-7,5,-1,-0.1
CCN(CC)CCn1cnc2c1c(=O)[nH]c(=O)n2Cc1ccccc1,-35,1,-0.7,1.0,0.9,5,18,-8,-4.0
CCOc1ccc(OCCSc2nc3ccccc3o2)cc1,-3,-3,0.4,/,2.0,14,42,-5,-1.0
Cc1cccc(NC(=S)N2CCN(c3cc(C)ccc3C)CC2)c1,4,-1,-4.5,/,3.9,6,16,-1,-0.3
CC(C)NC1(C#N)CCN(Cc2ccccc2)CC1,-1,3,0.1,-1.1,-0.2,-10,1,-3,-0.3
COc1cc(OC)cc(C(=O)N2CCN(Cc3ccccc3[N+](=O)[O-])CC2)c1,-4,-3,-0.6,1.3,0.2,13,-2,1,-0.6
O=C(Cc1cccc2ccccc12)Nc1ccc(-c2cc3ccccc3oc2=O)cc1,3,-3,-1.0,/,-0.4,-38,-8,-10,-0.6
C=CC(=O)N1C/C=C\C(c2ccc(OC)cc2)N(Cc2ccc(F)cc2)C(=O)C1 (stereo not given),4,1,-2.5,/,0.3,-5,6,-7,-0.6
Cc1cc(C)n(CC(=O)NC2CCCN(Cc3ccc(Cl)cc3)C2)n1 (stereo not given),28,-5,-1.0,0.4,-0.6,13,-3,6,13

# Copied from the list:
# In PfHsp40 yeast, `CCC(=O)N1c2ccc(S(=O)(=O)N3CCN(CC)CC3)cc2CC1C` (stereo not given) is entered as -1.7
# In PfHsp40 yeast, `Cc1cccc(NC(=S)N2CCN(c3cc(C)ccc3C)CC2)c1` is entered as 3.9

# Next part.
SMILES,BoNT-F LC inh,PrPC surface inh,FadD28 binding,TcdB GH inh,PfHsp40 yeast,CCHF vOTU inh,Y pestis TopoI,Anthrax LF prot,BoNT-A LC inh2
O=C(CCSc1ccccc1)Nc1nc2c(s1)CCCC2,1,-1,-0.4,/,-1.1,-3,21,-5,0.3
CC1(C(=O)NCc2ccc(Cl)cc2)CCN1C(=O)Cc1ccc(Cl)cc1Cl (stereo not given),-6,1,-4.3,1.1,/,-6,45,-2,-1.0
Cc1cccc(NC(=O)CCC(=O)N/N=C/c2ccco2)c1C,2,-1,-0.7,/,-0.8,-8,-4,1,0.1
Cc1cccc(-c2noc(Cc3ccccc3)n2)c1,-1,3,-2.8,/,0.2,-14,9,-2,0.3
CC(c1ccccc1)N1C(=O)C2C3CCC(C3)C2C1=O (stereo not given),-1,3,-0.7,/,-0.7,-1,5,-1,-0.2
CC1CCCC(C)N1C(=O)COC(=O)CNC(=O)c1sc2ccccc2c1Cl (stereo not given),/,12,-3.6,1.0,0.0,10,27,/,/
O=[N+]([O-])c1ccc(Cc2ccccn2)cc1,-1,-2,-2.7,1.1,-0.5,8,9,-3,-0.3
CCCCCCC[n+]1ccc(-c2cc[n+](CCCCCCC)cc2)cc1,-15,-62,-0.4,1.0,-0.4,-24,12,-1,1.8
CC(=O)Nc1cc(-c2nn3c(C)nnc3s2)ccc1C,-5,1,-3.5,-6.1,-0.8,2,-2,-8,0.1
CC12CCC(C(=O)Nc3ccncc3)(CC1O)C2(C)C (stereo not given),-10,-4,-2.5,-0.5,0.2,-2,1,3,0.0
CC(C)OC(=O)CC1C(=O)NCCN1C(=S)NC(=O)c1ccccc1 (stereo not given),35*,2,-4.2,0.0,0.1,-18,-3,-3,1.8
Cc1ccc(C)c(CC(=O)N2CCCC(c3cc(C(=O)Nc4ccccc4Cl)no3)C2)c1 (stereo not given),-4,9,-2.9,0.4,/,4,18,3,-0.6

# Molecules above that have a nitro group on carbon:
SMILES,BoNT-F LC inh,PrPC surface inh,FadD28 binding,TcdB GH inh,PfHsp40 yeast,CCHF vOTU inh,Y pestis TopoI,Anthrax LF prot,BoNT-A LC inh2
Cc1cc(C(=O)Nc2cccc3cccnc23)ccc1[N+](=O)[O-],-3,2,-2.5,0.8,1.7,-7,-2,-1,0.1
CNC(=S)Nc1ccc([N+](=O)[O-])c(C)c1,-2,-7,-2.2,1.3,-0.5,-2,3,2,-0.9
COc1cc(OC)cc(C(=O)N2CCN(Cc3ccccc3[N+](=O)[O-])CC2)c1,-4,-3,-0.6,1.3,0.2,13,-2,1,-0.6
O=[N+]([O-])c1ccc(Cc2ccccn2)cc1,-1,-2,-2.7,1.1,-0.5,8,9,-3,-0.3
